# TDP2 absorb = TDP2 (human) inhibition, absorbance primary screen; O95551; recombinant TDP2, T5PNP hydrolysis, p-nitrophenol absorbance 415 nm; inhibition, % at 12.8 µM; 370,000 tested, 0.34% active; AID 720702;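 active means inhibition above the mean of all tested compounds plus 3 SD, set per campaign, cut at about 25% in these data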;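 further: 0% = DMSO with enzyme and 100% = buffer with substrate but no TDP2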
# Target sequence (O95551 whole entry, looked up): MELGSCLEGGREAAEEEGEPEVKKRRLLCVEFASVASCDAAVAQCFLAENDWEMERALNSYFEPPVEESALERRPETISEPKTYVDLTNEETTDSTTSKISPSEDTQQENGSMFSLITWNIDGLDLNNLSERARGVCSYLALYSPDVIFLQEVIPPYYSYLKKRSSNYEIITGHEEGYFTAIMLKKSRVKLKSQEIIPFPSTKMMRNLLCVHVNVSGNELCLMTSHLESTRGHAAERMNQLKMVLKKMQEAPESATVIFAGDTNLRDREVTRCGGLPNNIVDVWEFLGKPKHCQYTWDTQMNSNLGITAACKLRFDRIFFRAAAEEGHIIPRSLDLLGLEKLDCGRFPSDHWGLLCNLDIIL
#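 System – recombinant human TDP2 · Amount – 120 nM TDP2 per well · Buffer or medium – Mg2+-containing Tris-HCl buffer, pH 7.5 · Reagent – T5PNP substrate, 5 mM · Dosing – 12.8 µM single point, 1% DMSO · Incubation – 2 h at 37 °C · Measured by – epi absorbance · Read-out basis – percent inhibition · Benchmarks – high control without enzyme, low control DMSO plus TDP2 · Repeats – singlicate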
# LEDGF integ inh = blocks HIV-1 LEDGF/p75-dependent DNA integration; TR-FRET IN-LEDGF/p75 DNA integration, Eu/Cy5; inhibition, % at 3.7 µM; 370,000 tested, 0.64% active; AID 743269;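 active means inhibition above the screen-wide mean plus 3 SD, cut at about 13% in these data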;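 further: signal is the Cy5 over europium emission ratio at 671 and 618 nm; 0% = plate median of compound wells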
# SIAE primary = blocks human sialic acid acetylesterase; 370,000 tested, 0.69% active; inhibition, % at 9.66 µM; Q9HAT2; SIAE FP-Rh probe binding, fluorescence polarization;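 active means inhibition above a cutoff: mean of compounds within the control limits plus 3 SD of those, cut at about 17% in these data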;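 further: 0% = plate median of compound wells and 100% = probe without SIAE protein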
# DDE Tn6 FP inh = disrupts Tn6 cyclic peptide binding to fibrin D-Dimer-E complex; P02675; Fibrin DD(E) TRITC-Tn6 fluorescence polarization displacement; inhibition, % at 8.3 µM; 370,000 tested, 0.21% active; AID 720509;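 active means inhibition above a per-campaign cutoff: mean of compounds within control limits plus 3 SD, cut at about 15% in these data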;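 further: 0% = median of all compound wells on the plate and 100% = blocking peptide control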
# proKLK7 act = activates the human kallikrein-7 zymogen; 370,000 tested, 0.9% active; P49862; activation, % at 7 µM; AID 652039; purified proKLK7, EDANS-DABCYL substrate fluorescence; 100% is mature enzyme control, 0% vehicle;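 active means activation above the mean of all tested compounds plus 3 SD, computed per campaign excluding outliers beyond control limits, cut at about 13% in these data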
# Target sequence (P49862 whole entry, looked up): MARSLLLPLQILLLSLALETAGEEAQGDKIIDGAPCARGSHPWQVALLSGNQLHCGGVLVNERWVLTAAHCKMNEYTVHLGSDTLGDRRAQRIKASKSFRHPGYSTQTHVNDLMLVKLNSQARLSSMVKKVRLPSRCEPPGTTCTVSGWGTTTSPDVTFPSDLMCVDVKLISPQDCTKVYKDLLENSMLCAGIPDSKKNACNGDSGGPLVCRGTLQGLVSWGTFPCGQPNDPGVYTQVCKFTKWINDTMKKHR
# PRMT1 FP inh = blocks human protein arginine methyltransferase 1; 370,000 tested, 1.3% active; Q99873; inhibition, % at 2.79 µM; recombinant PRMT1, activity-based probe fluorescence polarization;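 active means inhibition above about 21% made by adding two undisclosed values, limit read from the data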
# TCR-CD3 inh = human TCR-CD3 binding inhibition | 360,000 tested, 0.37% active | inhibition, % at 9.4 µM | TAMRA-labeled TCR probe fluorescence, biochemical | AID 651800; in the data active means inhibition above about 19%;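 further: recombinant mutant TCR 2C K166C tagged with TAMRA read by polarization; 0% = receptor in buffer alone and 100% = receptor with positive control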
# MBD2 DNA inh = blocks human MBD2 binding to methylated DNA. inhibition, % at 4.4 µM. TR-FRET, MBD2 binding to methylated oligonucleotide. 370,000 tested, 0.31% active. Q9UBB5. AID 686964; in the data active means inhibition above about 13%
# Target sequence (Q9UBB5 whole entry, looked up): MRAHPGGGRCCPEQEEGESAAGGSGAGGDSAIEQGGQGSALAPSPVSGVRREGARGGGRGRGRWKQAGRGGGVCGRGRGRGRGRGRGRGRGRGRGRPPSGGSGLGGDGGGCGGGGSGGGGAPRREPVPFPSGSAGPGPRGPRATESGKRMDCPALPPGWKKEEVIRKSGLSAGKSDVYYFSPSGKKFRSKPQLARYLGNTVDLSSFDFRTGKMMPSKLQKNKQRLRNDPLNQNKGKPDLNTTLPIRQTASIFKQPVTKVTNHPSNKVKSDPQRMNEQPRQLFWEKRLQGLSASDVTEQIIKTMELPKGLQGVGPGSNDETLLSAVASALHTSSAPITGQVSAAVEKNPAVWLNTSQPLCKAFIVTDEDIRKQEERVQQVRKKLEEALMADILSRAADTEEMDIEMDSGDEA
# DDE Tn7 FP inh = inhibitors of Tn7 peptide binding to human fibrin DD(E) | 370,000 tested, 0.13% active | P02675 | FP displacement of FITC-Tn7 peptide from fibrin DD(E); 0% = median of compound wells per plate | inhibition, % at 8.3 µM;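 active means inhibition above the mean of compounds falling within the control limits plus 3 SD of them, cut at about 14% in these data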;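 further: 0% = plate median of compound wells and 100% = 10 µM Aha-Tn7 peptide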
#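 Assay system: Human clot-derived fibrin DD(E) complex | Buffer or medium: Tris/NaCl/CaCl2 buffer, pH 7.8 | Repeats: One replicate per compound | Benchmarks: Aha-Tn7 high control | Measure: % inhibition scaled between sample-field median and high-control FP | Schedule: 10 min plus 3 h, room temperature | Signal: Fluorescence polarization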
# UHRF1 MBD2 ctr = UHRF1 methyl-DNA binding inhibition; UHRF1 binding to methylated oligo, TR-FRET; inhibition, % at 4.4 µM; 370,000 tested, 0.75% active; AID 687016; in the data active means inhibition above about 21%;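 further: UHRF1 SRA domain binding a hemimethylated CpG hairpin DNA probe; 0% = median of test compound wells and 100% = reference inhibitor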
# * = called active by the depositor; . = no result given.
SMILES,TDP2 absorb,LEDGF integ inh,SIAE primary,DDE Tn6 FP inh,proKLK7 act,PRMT1 FP inh,TCR-CD3 inh,MBD2 DNA inh,DDE Tn7 FP inh,UHRF1 MBD2 ctr
CC(C)c1ccc(NC(=O)OC2CCC23CCC(c2ccccc2)CC3)cc1 (stereo not drawn),4,-1,-3,2,.,4,.,2,-2,1
O=S(=O)(Nc1ccc(C(O)(C(F)(F)F)C(F)(F)F)cc1)c1cccc2cccnc12,-3,0,-14,3,-0.5,-3,-9,-2,-1,-4
COc1ccc(-c2noc(CNC(=O)c3ccoc3C)n2)cc1,6,0,-3,2,0.0,2,4,-6,-3,-3
Cc1cc(C)cc(C(=O)NCc2ccc3c(c2)OCO3)c1,-14,-4,-7,1,-0.4,10,-7,4,-2,7
Cc1cc(-c2ccc(S(=O)(=O)Nc3ccc(C#N)cc3)s2)on1,-1,-2,-1,0,-0.4,4,-6,-1,-2,1
Cc1nn(Cc2cccc(C(=O)Nn3cc([N+](=O)[O-])cn3)c2)c(C)c1[N+](=O)[O-],-1,1,-13,-3,-0.4,-1,3,1,-6,2
COCCCNC(=O)Cn1ccc(NC(=O)OCc2ccccc2)nc1=O,4,-2,4,-3,0.7,1,3,3,1,-2
CCCCNC(=O)Oc1ccc(C(=O)N2c3ccccc3NC(=O)C2C)cc1 (stereo not drawn),3,-4,5,-7,1.0,4,0,2,-6,2
O=c1c(-c2ccccc2)c(O)c2cccc3c2n1CCC3,0,5,0,-9,0.1,3,-2,1,0,3
Cc1c(COc2ccc3ccccc3c2)nnn1CC(=O)NS(=O)(=O)c1ccccc1C(F)(F)F,-5,4,-1,-2,-0.1,-5,-2,-1,-1,4
N#C/C(=C\c1ccncc1)C(N)=O,3,2,3,4,0.3,-4,1,0,-5,1
COc1ccc(CCNC(=O)CCNC(=O)N2CC(=O)Nc3ccccc32)cc1OC,-12,1,-6,3,0.5,1,4,4,-6,1

# In the list so far, 2 contain a halogen:
SMILES,TDP2 absorb,LEDGF integ inh,SIAE primary,DDE Tn6 FP inh,proKLK7 act,PRMT1 FP inh,TCR-CD3 inh,MBD2 DNA inh,DDE Tn7 FP inh,UHRF1 MBD2 ctr
O=S(=O)(Nc1ccc(C(O)(C(F)(F)F)C(F)(F)F)cc1)c1cccc2cccnc12,-3,0,-14,3,-0.5,-3,-9,-2,-1,-4
Cc1c(COc2ccc3ccccc3c2)nnn1CC(=O)NS(=O)(=O)c1ccccc1C(F)(F)F,-5,4,-1,-2,-0.1,-5,-2,-1,-1,4

# Full records, looked up by structure. Screens in order: TDP2 absorb, LEDGF integ inh, SIAE primary, DDE Tn6 FP inh, proKLK7 act, PRMT1 FP inh, TCR-CD3 inh, MBD2 DNA inh, DDE Tn7 FP inh, UHRF1 MBD2 ctr
# Cc1cc(-c2ccc(S(=O)(=O)Nc3ccc(C#N)cc3)s2)on1 is entered as -1, -2, -1, 0, -0.4, 4, -6, -1, -2, 1
# CC(C)c1ccc(NC(=O)OC2CCC23CCC(c2ccccc2)CC3)cc1 (stereo not drawn) is entered as 4, -1, -3, 2, ., 4, ., 2, -2, 1
# COCCCNC(=O)Cn1ccc(NC(=O)OCc2ccccc2)nc1=O is entered as 4, -2, 4, -3, 0.7, 1, 3, 3, 1, -2

# More structures.
SMILES,TDP2 absorb,LEDGF integ inh,SIAE primary,DDE Tn6 FP inh,proKLK7 act,PRMT1 FP inh,TCR-CD3 inh,MBD2 DNA inh,DDE Tn7 FP inh,UHRF1 MBD2 ctr
COc1cccc(-c2ncc3ccccc3c2COC(=O)c2ccco2)c1,1,-2,0,1,0.2,2,1,-5,9,-4
COc1ccc(C(=O)C[n+]2ccc3c(c2)nc(-c2cc(OC)c(OC)cc2OC)n3C)cc1,10,1,4,9,0.4,1,-8,0,-1,3
COc1cc(/C=C2/SC(=S)N(CC(=O)NC(C)(C)C)C2=O)cc(OC)c1OC,-9,2,-1,7,-0.4,-1,0,-4,-4,4
N#Cc1c(N)c(C#N)c(-c2ccc3c(c2)OCO3)c2c1CCCC2,0,0,5,7,-0.2,-1,3,-2,3,0
CC(=O)Nc1ccc(-c2nnn(CC(=O)Nc3ccc4c(c3)OCO4)n2)cc1Cl,-3,1,-32,-1,0.7,-2,6,1,-4,0
CCc1nn2c(=O)cc(COc3ccc(NC(=O)c4ccco4)cc3)nc2s1,4,5,2,4,0.5,2,5,-6,-7,-3
COc1ccc(NC(=S)Nc2ccc(N)c([N+](=O)[O-])c2)cc1,-6,-7,2,-4,0.1,11,-2,-16,2,-13
CCOc1ccccc1NC(=O)NS(=O)(=O)c1ccc(C)cc1,-7,-3,-2,-4,0.0,4,-1,10,2,3
O=C(CN1CCN(C(=O)c2ccc(-c3nc4ccccc4s3)o2)CC1)Nc1ccccc1Cl,6,-1,3,-1,0.2,9,-6,-4,1,3
COc1ccc(CC(=O)NNC(=O)CCC(=O)Nc2cc(C)ccc2C)cc1,-2,6,3,-2,-0.2,0,2,0,2,15
CC(=O)c1cccc(N2C(=NC(=O)CCc3ccccc3)SC3CS(=O)(=O)CC32)c1 (stereo not drawn),-10,1,6,7,0.3,2,-6,1,0,1
O=C(N/N=C/c1c[nH]c2ccccc12)c1ccncc1,-7,-2,-3,6,0.6,-1,6,-3,-3,-1
COc1ccc(Cc2nc3ccc(C(=O)N4CCC(C(N)=O)CC4)cc3o2)cc1,9,1,0,-2,0.3,-2,-3,-3,-5,-1
O=C(/C=C/c1ccccc1)NC(NC(=S)Nc1cccc(Cl)c1)C(Cl)(Cl)Cl (stereo not drawn),1,-1,-24,0,0.0,0,1,3,2,1
C[C@@H]1CN([C@H](C)CO)C(=O)CCCn2nncc2CO[C@@H]1CN(C)S(=O)(=O)c1ccccc1C#N,5,6,0,5,-0.1,5,1,2,5,2
CN(Cc1ccsc1)C(=O)CCc1nnc(CCCc2ccccc2)o1,-8,3,5,-4,-0.1,3,3,-5,0,0
Cc1onc(-c2ccccc2)c1C(=O)NCc1cccc(Cl)c1,19,2,9,-1,0.3,-5,3,-1,-5,0
CCOc1ccc(NC2=NC(C)(C)N=C(N)N2)cc1,-6,-4,-5,0,0.5,-7,12,-5,6,-2
Cc1ccc2nc(SCC(=O)Nc3ncccn3)[nH]c2c1,-5,-8,4,5,0.1,-1,7,-6,4,-3
COC(=O)c1sc(NC(=O)COc2cccnc2[N+](=O)[O-])c(C(=O)OC)c1C,4,0,-6,7,0.1,3,5,-5,2,-2
COc1ccc(S(=O)(=O)NCc2ccc(C(=O)O)cc2)cc1,-5,-6,4,7,0.1,0,-3,-1,-1,3
CC(OC(=O)c1ccc(S(C)(=O)=O)c([N+](=O)[O-])c1)C(=O)NC1C2CC3CC(C2)CC1C3 (stereo not drawn),4,0,-1,4,-0.2,9,-6,0,2,1
COc1ccc(C(=O)NCCn2nc(C)cc2C)cc1OC1CCN(C(C)=O)CC1,1,0,3,2,-0.4,0,3,-3,-5,1
CCCCC[C@H]1CCCCC[C@@H](O)C[C@H](O)[C@H](O)/C=C/C(=O)O1,7,-3,7,6,-0.1,4,-7,8,2,-1
Cc1ccc(C2=Nc3ccccc3N=C(c3ccc([N+](=O)[O-])cc3)C2)c(O)c1,9,2,-4,-8,-0.1,0,7,-5,7,-4
CCC1CCCCN1C(=S)NCc1ccccc1 (stereo not drawn),0,-2,2,4,-0.6,0,0,3,6,5
COc1ccccc1Cn1c(SCC(N)=O)nc2c(oc3ccccc32)c1=O,-5,-1,-13,-2,0.0,1,-5,1,2,61*
CCCNS(=O)(=O)c1ccc(OCC(=O)Nc2ccc3c(c2)OCCO3)cc1,5,-2,1,4,-0.1,-1,2,5,4,24*
CC[C@H](C)NC(=O)c1ccc(Cn2c(=S)[nH]c3c([nH]c4ccc(OC)cc43)c2=O)cc1,5,-1,-1,8,-0.9,5,0,-4,5,-1
CN1C(=O)Cc2cc(S(=O)(=O)NCCc3ccccc3)ccc21,2,-1,-5,-5,-0.2,1,-2,0,4,2
CCn1c(SCC(=O)OC)nnc1-c1ccc(C)cc1,0,-6,2,7,-0.6,9,-8,2,0,1
Nc1[nH]c(C(=O)c2ccc(Br)cc2)c(-c2cccc3ccccc23)c1C(=O)NCCc1c[nH]c2ccccc12,-1,-1,9,0,0.4,1,-4,2,0,1
O=c1[nH]c(=O)n(C2CCCO2)cc1F (stereo not drawn),10,2,-2,5,0.8,1,11,-4,-2,-1
C[C@@H]1CCCCO[C@H](CN(C)S(=O)(=O)c2cn(C)cn2)[C@@H](C)CN([C@H](C)CO)C(=O)c2cc(NC(=O)c3ccncc3)ccc2O1,-17,4,3,0,0.7,4,-3,-5,-6,3
CCCCOCC(O)Cn1c(C)nc2ccccc21 (stereo not drawn),3,2,8,3,-0.3,4,-11,-4,0,-2
Cc1ccccc1NC(=O)COc1ccc(S(=O)(=O)N2CCCC2)cc1C,-6,-2,3,1,0.4,9,-6,4,3,2
CCOc1ccc2nc(SC3CC(=O)N(c4ccc(OC)cc4)C3=O)sc2c1 (stereo not drawn),0,-3,-6,-1,0.8,7,-4,-4,1,1
O=C(O)C(F)(F)C(NCc1ccccc1)c1ccccc1 (stereo not drawn),9,4,0,-2,-0.6,-1,-3,3,1,-3
CN1CCN(C(=O)/C(=C/c2cccs2)NC(=O)c2cccs2)CC1,-1,-4,-8,1,0.2,1,-4,4,5,0
CSCCC(NS(=O)(=O)c1ccc2c(c1)Cc1cc(S(=O)(=O)NC(CCSC)C(=O)O)ccc1-2)C(=O)O (stereo not drawn),-8,-2,3,-3,-0.3,8,0,-2,-1,9
CC(C)(C)SCCNS(=O)(=O)c1ccc2ccccc2c1,2,0,-3,-3,0.6,-1,-4,-2,5,1
CN(C(=O)COn1nnc2ccc(S(=O)(=O)N3CCOCC3)cc21)c1ccccc1,-7,-7,-3,4,0.3,1,-5,1,8,3
C=CCC[C@@H](Cc1ccc(F)cc1)C(=O)OC[C@@H](NC(=O)[C@H](CC=C)CC(=O)N(CCO)Cc1ccccc1)c1ccccc1,-4,-3,-8,1,0.0,1,7,1,3,-3
CSc1nc(C2CC2)cc(-c2cccs2)c1C#N,-6,0,-14,-5,-0.2,4,-10,8,7,3
Cn1nc(C(=O)NCc2ccccc2)c2ccccc2c1=O,3,-1,0,1,-0.4,0,0,-4,2,2
Cc1ccc(OCCNS(=O)(=O)c2ccc(Cl)cc2)cc1,1,-6,-2,-3,0.5,1,-7,0,-2,0
COc1ccc(NC(=S)NN2CCOCC2)cc1OC,9,0,4,-8,-0.6,-1,3,-2,0,-1
Cc1ccc2nc(-c3ccccn3)cc(C(=O)Nc3ccc4c(c3)OCO4)c2c1,2,3,2,-2,0.0,-4,-2,-2,-7,-3
O=C(CSc1ccc2nnc(-c3cccnc3)n2n1)Nc1ccc(F)cc1F,3,-3,-6,-6,0.2,-1,0,1,-8,2
CCCCNCc1ccc(SC)cc1,-4,-3,4,8,0.7,-2,5,-1,2,1
Cc1ccccc1NC(=S)N1CCC(NC(=O)c2ccco2)CC1,8,-1,1,-3,-0.4,-1,-2,1,2,5
Cc1ccc2cccc(NC(=S)NC(=O)c3ccnn3C)c2n1,4,0,-9,-7,1.2,-1,6,-6,3,-3
